Source: PubChem
USP1 inh – inhibitors of human USP1/UAF1 deubiquitinase | Potency, µM (highest dose often 57.1 µM), for the others: top-dose activity change, negative = inhibition, hits mostly inhibitors | O94782 | recombinant USP1/UAF1, Ub-Rhodamine cleavage fluorescence | AID 743255 | 390,000 tested, 0.23% active; further: potency means the concentration at half of the fitted maximal effect; on the % scale 0 is the no-effect control and ±100 the full control effect; nearly all actives have a fitted effect of over 60% in size; inactives centre near -12
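High-throughput fluorogenic screen: 1nM USP1/UAF1 complex, Ub-Rho substrate 150nM final, 50mM HEPES pH 7.8 with 0.5mM EDTA, 0.1 mg/ml BSA, 1mM TCEP and 0.01% Tween-20.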
TrxR1 inh – inhibitors of rat thioredoxin reductase 1; O89049; recombinant rTrxR1, NADPH fluorescence consumption, selenite substrate; Potency, µM (doses to about 114 µM), for the others: at the top dose activity change, negative = inhibition, most hits filed as inhibitors; 390,000 tested, 1% active; further: potency means the concentration at half of the fitted maximal effect; on the % scale 0 is the no-effect control and ±100 the full control effect; nearly all actives have a fitted effect of over 65% in size
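Rat TrxR1 (90 nM in the dispensed reagent) was pre-reduced with 400 uM NADPH for 5 min at room temperature, then incubated with compound for 15 min. After 400 uM selenite was added, NADPH fluorescence (Ex 340/Em 450 nm) was followed for 8 min.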
GLS inh – inhibitors of human glutaminase (GLS). O94925. GLS enzymatic activity, qHTS titration. Potency, µM (highest dose often 45.5 µM), for inactives: top-dose activity change, negative = inhibition, actives largely listed as inhibitors. 410,000 tested, 0.21% active; further: potency means the concentration at half of the fitted maximal effect; on the % scale 0 is the no-effect control and ±100 the full control effect
Target sequence (O94925 whole entry, looked up): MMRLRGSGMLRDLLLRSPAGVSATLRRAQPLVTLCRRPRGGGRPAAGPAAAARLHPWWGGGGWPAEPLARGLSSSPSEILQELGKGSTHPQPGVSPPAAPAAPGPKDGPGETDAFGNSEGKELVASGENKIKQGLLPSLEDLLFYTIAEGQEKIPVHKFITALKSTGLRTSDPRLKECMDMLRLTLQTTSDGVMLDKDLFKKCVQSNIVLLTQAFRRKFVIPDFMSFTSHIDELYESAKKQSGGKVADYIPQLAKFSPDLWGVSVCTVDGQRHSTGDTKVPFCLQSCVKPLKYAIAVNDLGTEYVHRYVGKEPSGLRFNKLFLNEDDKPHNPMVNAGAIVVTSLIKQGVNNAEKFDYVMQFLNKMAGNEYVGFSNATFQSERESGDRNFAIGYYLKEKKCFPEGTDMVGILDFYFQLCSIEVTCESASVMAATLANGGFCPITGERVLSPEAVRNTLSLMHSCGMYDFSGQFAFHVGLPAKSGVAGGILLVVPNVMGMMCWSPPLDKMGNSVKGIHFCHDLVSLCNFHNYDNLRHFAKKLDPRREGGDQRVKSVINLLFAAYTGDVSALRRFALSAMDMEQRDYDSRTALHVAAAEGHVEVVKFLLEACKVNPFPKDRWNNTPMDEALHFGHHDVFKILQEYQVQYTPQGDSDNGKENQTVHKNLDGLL
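hKGA in 45 mM KH2PO4 pH 8.2, 0.02% Tween-20 with pin-transferred compounds; 1 mM L-glutamine (stock) plus glutamate oxidase/HRP/Amplex Red coupling added. Fluorescence read initially and after 30 min at RT.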
IDH1 R132H inh – inhibitors of human mutant IDH1 R132H; O75874; IDH1-R132H enzyme, NADPH consumption, diaphorase/resazurin fluorescence; Potency, µM (highest dose often 76.6 µM), without a hit: top-dose activity change, negative = inhibition, hits mostly inhibitors; 390,000 tested, 0.093% active; AID 602179; further: potency means the concentration at half of the fitted maximal effect; on the % scale 0 is the no-effect control and ±100 the full control effect; nearly all actives have a fitted effect of over 65% in size
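IDH1-R132H (0.5 ug/mL dispensed) in pH 7.5 Tris buffer was preincubated 30 min with compound, then given a substrate mix of 0.016 mM NADPH and 2 mM alpha-KG for 80 min at room temperature; remaining NADPH was read by diaphorase/resazurin fluorescence.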
Pin1 inhibitor – blocks the human prolyl isomerase Pin1 | Potency, µM (top dose mostly 115 µM), for the others: at the highest dose activity, negative = inhibition, hits mostly inhibitors | 390,000 tested, 0.009% active | AID 504891 | Pin1 FP peptide displacement, HiFluor488, 10 min | Q13526; active means well fitted inhibition curve with a large enough effect in the polarisation, with a control signal flat, not every such curve was filed as active; inconclusive means small, poorly fitted or top-dose-only effect, or effect the other way, or a change in a side signal; inactive means no such curve, though single readings can be large or run the other way; the % refers to the polarisation; further: potency means the concentration at half of the fitted maximal effect; on the % scale 0 is the no-effect control and ±100 the full control effect
Target sequence (Q13526 whole entry, looked up): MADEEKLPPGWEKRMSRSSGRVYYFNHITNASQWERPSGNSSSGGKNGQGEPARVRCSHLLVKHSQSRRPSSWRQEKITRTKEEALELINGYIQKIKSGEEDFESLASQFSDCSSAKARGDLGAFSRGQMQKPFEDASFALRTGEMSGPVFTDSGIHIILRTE
PI4K2A inh – inhibitors of human PI4K2A; Q9BTU6; purified PI4K2A, ADP-Glo luminescence, 1 h; active compounds read low; activity change, negative = inhibition, % at 76.9 µM; 420,000 tested, 0.13% active; AID 1346378; in the data active means activity change below about -50%; inconclusive means mostly about -30% to -49%;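 further: -100% = wells without enzyme as full effect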
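ADP-Glo luminescence measured ADP generated by PI4K2A enzyme (4 ug/mL before mixing) with 1.2 mM PI substrate (pre-mix) and 300 microM ATP (pre-mix). Tris pH7.5 buffer with MgCl2, Triton X-100; 1 h reaction at ambient temperature.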
TrxR1 substrate – substrates of rat thioredoxin reductase 1. Potency, µM (series often up to 114 µM), inactives show at the highest dose activity change, negative = substrate turnover. AID 588456. 390,000 tested, 0.01% active. O89049. purified TrxR1 substrate turnover, NADPH consumption readout; further: potency means the concentration at half of the fitted maximal effect; on the % scale 0 is the no-effect control and ±100 the full control effect; nearly all actives have a fitted effect of over 50% in size
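Rat TrxR1, dispensed at 90 nM, was prereduced with 400 uM NADPH (final) for 5 min at ~22 deg C, then incubated with compound 15 min before 400 uM selenite. A first-read NADPH fluorescence drop versus no-compound background flagged substrates.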
HP1b chromo inh – inhibitors of HP1-beta chromodomain binding to methylated histone tails | AlphaScreen HP1-beta / biotin-H3K9me3 peptide binding | Potency, µM (series often up to 114 µM), without a hit: at the top dose activity change, negative = inhibition, hits mostly inhibitors | 390,000 tested, 0.56% active | AID 540317; further: potency means the concentration at half of the fitted maximal effect; nearly all actives have a fitted effect of over 70% in size; inactives centre near 23
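HP1-beta protein (50 nM final) preincubated 30 min at room temperature with biotinylated H3(1-18)K9me3 peptide (50 nM) in PBS pH 7.4, 0.01% Tween-20, then compound added for 30 min. AlphaScreen streptavidin donor/nickel chelate acceptor beads (10 ug/mL final), 30 min dark, luminescence read.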
PGK inhibitor – T. brucei PGK inhibition; P07378; PGK/GAPDH coupled, Kinase-Glo luminescence, 60 min; Potency, µM (series often up to 57.5 µM), without a hit: top-dose activity change, negative = inhibition, usual class: inhibitors; 380,000 tested, 0.043% active; AID 602233; further: potency means the concentration at half of the fitted maximal effect; on the % scale 0 is the no-effect control and ±100 the full control effect; nearly all actives have a fitted effect of over 60% in size
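Recombinant glycosomal PGK reaction used 1,3-bisphosphoglycerate generated in-well by GAPDH (100nM final) in 100mM TEA pH 7.6, 5mM MgCl2, 0.01% Tween-20. After 60 minutes at room temperature, ATP was read by Kinase-Glo Plus luminescence end-point.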
* hit, by the source's call; i = inactive; ? = inconclusive; nt = no result given; [ ] = remark or other dose. Unless noted, the call rests on the fitted dose curve; in most records, active means well fitted curve in the direction sought with a large enough effect; inconclusive means small, poorly fitted or top-dose-only effect, or another doubt; inactive means no such curve, though single readings can be large; an effect the other way counts as inactive or inconclusive. An excerpt; count on the stated rates, not on these rows.

USP1 inh,TrxR1 inh,GLS inh,IDH1 R132H inh,Pin1 inhibitor,PI4K2A inh,TrxR1 substrate,HP1b chromo inh,PGK inhibitor,smiles
-9%,3%,0%,-9%,-2%,2,-1%,23%,0%,CC1CN(C(=O)CS(=O)(=O)Cc2ccc(Cl)cc2)CC(C)O1 (configuration not stated)
-13%,6%,8%,-9%,1%,2,2%,28%,-2%,Cc1ccc(NC(=O)CN(C)C(=O)COC(=O)[C@@H](NC(=O)c2ccccc2F)C(C)C)cc1
-20%,10%[57.1 µM],-1%,-7%,-1%,3,-4%[57.1 µM],11%[57 µM],i,COc1ccc(N2CCN(S(=O)(=O)CCNC(=O)c3ccc(C(F)(F)F)cc3)CC2)cc1
-14%,?,-4%,6%,1%,0,1%,?,3%,Cc1ccc(N=c2c([N+](=O)[O-])nn(-c3ccccc3)n2O)c(C)c1
-16%,11%[57.1 µM],-12%,3%,-4%,4,5%[57.1 µM],11%,-3%,Cc1nc(NC(=O)COC(=O)C2=NNC(=O)CC2)c(Cl)cc1Cl
-11%,20µM*,71%[activator],17%,?,6,1%,32%,-3%,COc1cc(CN2CCN(S(=O)(=O)c3ccccc3)CC2)cc(OC)c1O
6%,19%[57.1 µM],15%,-4%,6%,0,4%[57.1 µM],22%,-5%,CCOCCCNC(=S)N1CCCC(c2nc3ccc(C)cc3[nH]2)C1 (configuration not stated)
-15%,nt,-8%,0%,nt,-5,nt,nt,-4%,Cc1ccc(S(=O)(=O)N2CC3(O)CN(C(=O)OC(C)C)N(C(=O)OC(C)C)CC3(OC(=O)NCc3ccccc3F)C2)cc1 (configuration not stated)
3%,3%,-3%,-11%,-5%,-2,-5%,23%,-6%,O=C(NC(Cc1ccccc1)C(=O)O)/C(=C/c1ccc(Cl)cc1)NC(=O)c1ccccc1 (configuration not stated)
?,-35%,-7%,2%,-2%,-9,-8%,-5%,-4%,S=c1[nH]nc2nnc3ccccc3n12
-6%,25%,29%,9%,-1%,1,3%,31%,-3%,CCOc1cc(N2CCOCC2)c(OCC)cc1NC(=O)CN1C(=O)C2C3C=CC(C3)C2C1=O (configuration not stated)
-18%,-2%,2%,-3%,0%,-1,-5%,39%[activator],5%,CCCCC(=O)Nc1ncc(S(=O)(=O)c2ccc([N+](=O)[O-])cc2)s1
-5%,?,10%,7%,2%,4,-3%,22%,-7%,CC(C)(C)c1ccc(C(=O)CS(=O)(=O)c2ccccc2)cc1
-15%,23%,13%,-6%,-4%,5,-6%,25%,-1%,COc1ccccc1NS(=O)(=O)c1cccc(N=C2N=C(N)c3ccccc32)c1
1%,?,0%,6%,7%,-2,7%[57.1 µM],22%,3%,O=C(NC(Cc1c[nH]c2ccccc12)C(=O)O)c1ccc(Br)cc1 (configuration not stated)
3%,-2%[57.1 µM],5%,-5%,8%,-4,-4%[57.1 µM],-1%,5%,CCOc1ccc(-n2c(SCC(=O)NCc3ccco3)nnc2-c2c[nH]c3ccccc23)cc1
-9%,19%[57.1 µM],1%,-7%,-7%,11,8%[57.1 µM],16%,-3%,COC(=O)COc1ccc(S(=O)(=O)Nc2ccc(C(N)=O)cc2)cc1C
-12%,16%,-1%,3%,2%,1,-1%,24%,-4%,CC1(C)NC(=O)N(CC(=O)O)C1=O
-20%,2%[57.1 µM],-8%,0%,37%[activator],-6,-3%[57.1 µM],36%,-6%,CN(C)/C=C/C(=O)c1cnc2sccn2c1=O
-4%,2.8µM*,?,-1%,0%,5,10%[57.1 µM],?,4%,CC1(C)CC2(CC(c3ccccc3F)c3ccc(O)c(O)c3O2)NC(=S)N1 (configuration not stated)
-13%,4%,-28%,-1%,-7%,-2,-8%,107%[activator],-12%,Cc1ccc(-c2ccc(=O)n(Cc3cccc(Br)c3)n2)cc1
-12%,5%,-2%,10%,2%,-3,-2%,34%,-7%,CC(=O)c1cccc(NS(C)(=O)=O)c1
-3%,-11%,7%,13%,-1%,2,-10%,24%,-1%,Cc1cccc(C)c1OCc1cc(C(=O)N(Cc2nccn2C)C(C)C)no1
-14%,?,15%,10%,-21%,-15,-1%,42%[activator],-10%,O=C(C1=C(O)C(=O)N(Cc2ccco2)C1c1ccccc1F)c1cccs1 (configuration not stated)
-10%,-33%,-12%,2%,?,-19,75%[activator],-22%,?,Cc1ccc(-c2cc(C(=O)NCc3ccco3)c3ccccc3n2)o1
-3%,-7%,-1%,-5%,-1%,-5,-3%,31%,-2%,CCN1C(=O)CC(NCc2ccc(S(N)(=O)=O)cc2)C1=O (configuration not stated)
-6%,-3%,0%,-3%,1%,-2,4%[2.29 µM],27%,5%,O=C(c1ccc(Cl)cc1)C1CCN(C(=O)c2ccccc2F)CC1
-22%,16%,3%,5%,6%,3,9%,8%,-1%,O=C(CCn1c(=O)c2ccccc2n(Cc2ccccc2)c1=O)NCc1ccc2c(c1)OCO2
-7%,nt,-1%,-7%,nt,0,nt,nt,-1%,CN1C(=O)[C@H]2[C@@H](c3ccc(C(F)(F)F)cc3)N[C@]3(CCCN(Cc4ccco4)C3=O)[C@H]2C1=O
-17%,2%,3%,4%,-4%,1,-3%,91%[activator],2%,CC(C)c1ccc(OCc2nc(-c3ccccn3)no2)c(Br)c1

USP1 inh,TrxR1 inh,GLS inh,IDH1 R132H inh,Pin1 inhibitor,PI4K2A inh,TrxR1 substrate,HP1b chromo inh,PGK inhibitor,smiles
-11%,14%,19%,0%,6%,-6,3%,42%[activator],1%,Cc1onc(-c2c(Cl)cccc2Cl)c1NC(=O)NNc1ccccn1
-17%,16%,2%,-7%,4%,2,28%,18%,-2%,COc1ccc2oc(C(=O)OCC(=O)N(C)CC(=O)Nc3ccc(C)cc3)c(C)c2c1
-21%,-5%,14%,8%,-4%,0,10%,47%[activator],-13%,COC(=O)c1ccccc1NC(=S)N1CCN(C2CCCCC2)CC1
-27%,14%[57.1 µM],1%,2%,-7%,3,-33%[57.1 µM],29%,-3%,O=C(/C=C/c1cccc(Cl)c1)NCc1ccccc1
-5%,-10%,15%,5%,4%,1,-6%,-17%,-9%,CN(CC(=O)Nc1cc([N+](=O)[O-])ccc1Cl)Cc1ccc(Br)cc1
nt,19%[0.0914 µM],nt,nt,8%,nt,10%[0.0914 µM],5%[57 µM],nt,O=C(NCCc1nc2ccccc2n1CCOc1ccc2ccccc2c1)C1CCCCC1
-10%,-1%,4%,1%[38.3 µM],?,-1,-2%,14%,5%,COc1cc(C(=O)NC2CCN(C)CC2)ccc1Nc1ncc2c(n1)N(C1CCCC1)CCC(=O)N2C(C)C
-24%,nt,-4%,3%,nt,-4,nt,nt,-6%,C[C@@H]1CN([C@H](C)CO)C(=O)c2c(c3ccccc3n2C)-c2ccccc2CO[C@H]1CN(C)C(=O)NC1CCCCC1
-26%,22%,8%,-20%,-6%,-3,2%,22%,-5%,CCc1cccc(C)c1NS(=O)(=O)c1ccc2c(c1)CC(C)N2C(=O)C1CC1 (configuration not stated)
